# High-throughput results deposited in PubChem by several laboratories.
# EP2 antag – human EP2 receptor antagonists, primary screen, TR-FRET cAMP, C6 glioma cells | Prostaglandin E2 receptor EP2 subtype (Homo sapiens), P43116 | C6 glioma cells expressing human EP2; cells stimulated with saturating PGE2 | inhibition, % at 25 µM | 260,000 tested, 0.52% active | AID 1422, 2008;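 active = percent inhibition above 40 after rounding to a whole number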;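 note: rat C6 glioma host cells with rolipram phosphodiesterase inhibitor present; the protocol text gives 20 µM as final concentration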
# Target sequence (P43116 whole entry, looked up): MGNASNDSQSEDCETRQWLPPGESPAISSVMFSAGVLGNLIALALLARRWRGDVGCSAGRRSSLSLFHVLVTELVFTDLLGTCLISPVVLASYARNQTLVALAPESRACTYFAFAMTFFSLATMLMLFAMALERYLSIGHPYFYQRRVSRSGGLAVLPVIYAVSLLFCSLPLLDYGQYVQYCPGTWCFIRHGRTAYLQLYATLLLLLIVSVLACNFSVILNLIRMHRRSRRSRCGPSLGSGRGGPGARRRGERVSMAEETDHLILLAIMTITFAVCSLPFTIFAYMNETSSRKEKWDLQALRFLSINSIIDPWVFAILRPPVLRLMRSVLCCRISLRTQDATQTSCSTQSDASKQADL
# CHOP inhibitor – inhibitors of CHOP promoter induction, primary screen, cell-based, unfolded protein response, luciferase reporter. CHO-K1 CHOP-promoter luciferase, tunicamycin-induced, 15-18 h. 220,000 tested, 3.8% active. inhibition, % at 10 µM;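 active = compounds that reduced the stress-induced luciferase reporter signal by more than about 70% of percent inhibition, limit read from the data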;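 note: 0% = tunicamycin plus vehicle and 100% = wells without tunicamycin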
# FXIa inh – human FXIa protease inhibitors, primary screen, biochemical, 1536-well | Coagulation factor XI (Homo sapiens), P03951 | purified FXIa, Boc-Glu-Ala-Arg-AMC fluorogenic substrate | inhibition, % at 5 µM | 220,000 tested, 0.14% active | AID 798, 2007;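 active = inhibition of at least 40%; inactive = inhibition below 40%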;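 note: fluorescence of freed AMC excited at 355 nm; 0% = enzyme without compound and 100% = no enzyme blank; many of its hits are not listed in these tables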
# TNF necrop inh – inhibitors of TNF-alpha triggered necroptosis, primary screen, cell-based, Jurkat FADD-/-, single concentration. Jurkat FADD-/- TNF necroptosis rescue, ATP luminescence, 24 h; 0 = TNF only, 100 = no-TNF cells. activation (protection from cell death), % at 10 µM. 220,000 tested, 0.068% active. AID 463075, 2010;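 active = activation, meaning protection from cell death, of at least 50% relative to plate controls; inactive = activation below 50%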;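 note: necroptosis triggered by 40 ng/mL TNF-alpha added together with compound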
# FXIIa inh – human FXIIa protease inhibitors, primary screen, biochemical, 1536-well; Coagulation factor XII (Homo sapiens), P00748; purified FXIIa, Boc-QGR-AMC fluorogenic substrate, 2 h; inhibition, % at 5 µM; 220,000 tested, 0.3% active; AID 800, 2007; in the data active = inhibition above about 40%;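 note: 0% = enzyme with no compound and 100% = blank without enzyme; many of its hits are not listed in these tables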
# PPC-1+TRAIL kill – compounds killing PPC-1 cancer cells with TRAIL present, primary screen, TRAIL potentiator project, ATPLite luminescence, uHTS; PPC-1 cells + TRAIL, ATPLite viability luminescence; cell killing (% activity), % at 4 µM; 220,000 tested, 0.41% active; AID 1443, 2008;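 active = cell killing above 50% in the first pass at 4 µM, then a duplicate retest at 5 µM averaging 50% or more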;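 note: plate controls were cells with TRAIL plus DMSO for no effect and medium-only wells lacking cells for full effect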
# Wee1 degr inh – Wee1 degradation inhibitors, primary screen, cell-based, HeLa, Wee1K328M-luciferase, luminescence; HeLa Luc-Wee1K328M stability; 100% = proteasome inhibitor MG132 effect; Wee1-like protein kinase (Homo sapiens), P30291; reporter increase, % at 5 µM; 220,000 tested, 1.2% active;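 active = activation above the mean of all tested compounds plus 3 SD, set per screening run, cut at about 8.8% in these data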;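 note: cells exposed to compound for 20 h before luminescence read; 0% = DMSO alone and 100% = MG132 at 30 µM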
# Target sequence (P30291 whole entry K328M): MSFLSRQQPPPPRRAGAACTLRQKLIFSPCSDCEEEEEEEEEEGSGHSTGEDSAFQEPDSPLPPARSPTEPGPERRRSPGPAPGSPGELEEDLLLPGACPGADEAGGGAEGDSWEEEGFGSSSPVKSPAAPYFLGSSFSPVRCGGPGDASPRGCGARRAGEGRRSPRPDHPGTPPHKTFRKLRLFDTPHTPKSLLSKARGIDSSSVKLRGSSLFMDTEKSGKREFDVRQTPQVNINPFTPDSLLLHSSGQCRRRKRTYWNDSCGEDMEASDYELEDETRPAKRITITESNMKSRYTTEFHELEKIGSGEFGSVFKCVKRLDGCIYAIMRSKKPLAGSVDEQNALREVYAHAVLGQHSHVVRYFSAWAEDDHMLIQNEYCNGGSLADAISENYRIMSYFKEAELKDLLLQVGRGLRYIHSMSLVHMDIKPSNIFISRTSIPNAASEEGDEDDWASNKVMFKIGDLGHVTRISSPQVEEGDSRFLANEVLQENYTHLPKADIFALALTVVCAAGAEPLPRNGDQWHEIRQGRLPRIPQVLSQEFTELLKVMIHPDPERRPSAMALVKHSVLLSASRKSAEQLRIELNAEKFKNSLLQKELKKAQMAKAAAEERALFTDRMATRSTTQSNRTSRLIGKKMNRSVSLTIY
# L929 necroptosis – inhibitors of zVAD-triggered necroptosis, primary screen, L929 cells; L929 zVAD necroptosis rescue, ATP luminescence, 24 h; with zVAD 60 µM; viability rescue, % at 10 µM; 220,000 tested, 0.38% active; AID 1377, 2008;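 active = activation, scaled between plate controls, above about 75%, limit read from the data; inactive = activation under that limit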;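 note: 0% = zVAD with DMSO and 100% = DMSO alone without zVAD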
# TbHK1 inh – Trypanosoma brucei hexokinase 1 inhibitors, primary screen, biochemical, G6PDH-coupled NADH absorbance, MLSCN library; 220,000 tested, 0.11% active; recombinant TbHK1, G6PDH-coupled NADH A340; inhibition, % at 10 µM;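 active = inhibition of 50% or more in the single-dose primary screen; inactive = inhibition below 50%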
# Active calls of the source: *; . = not tested or not shown; & = joins results of further samples. Some of the compounds tested; the hit share may differ from the screen's.
# Order of results – EP2 antag	CHOP inhibitor	FXIa inh	TNF necrop inh	FXIIa inh	PPC-1+TRAIL kill	Wee1 degr inh	L929 necroptosis	TbHK1 inh
> Cc1ccccc1NS(=O)(=O)c1ccc(C(=O)N2CCN(c3ccccn3)CC2)cc1
  9	34	-2	0.6	7	11	3	1.4	-5
> Cc1ccc(NC(=O)CN(C)C(=O)COc2ccc(C(=O)c3ccc(F)cc3)cc2)cc1
  14	49	35	0.5	7	15	2	0.3	0
> C/C(=N\NC(=O)C1COc2ccccc2O1)c1ccc(N2CCOCC2)cc1 (stereo not given)
  4	8	0	0.7	4	18	2	0.1	-23
> CC(C)(C)NC(=O)CSc1nc2ccc(Nc3nc(N4CCOCC4)nc(N4CCOCC4)n3)cc2s1
  16	29	10	32	-5	27	1	58	-16
> Cc1nn(-c2ccccc2)c(Cl)c1/C=N/NC(=O)c1ccc(NS(=O)(=O)c2cccs2)cc1
  23	15	0	1.7	0	50	2	9.8	-38
> CCOC(=O)c1[nH]c2ccc(C)cc2c1N
  8	10	-6	-1.6	-11	21	6	2.5	-11
> CC1CCN(S(=O)(=O)c2ccc3c(c2)c(=O)c(C(=O)N2CCCCC2)cn3C)CC1
  8	-16	-2	0.6	10	28	2	0.0	-23
> COc1ccc(-c2nncnn2)cc1
  17	-10	3	-4.2	16	-4	-1	0.6	-1
> COc1ccc(C(=O)C2CCCN(C(=O)Cn3ccc(C)n3)C2)cc1OC (stereo not given)
  10	10	1	1.2	6	14	-1	36	-3
> C=CCSC1=C(C#N)C(c2ccccc2OC)CC(=O)N1 (stereo not given)
  11	3	-2	-0.7	17	16	2	-0.1	1
> Cc1ccc(-c2nnc(SCC(=O)N/N=C/c3ccccc3C(=O)O)n2-c2ccccc2)cc1
  8	-6	7	0.8	13	9	-1	-1.6	8
> COc1cc(C2C(C(=O)c3cccs3)=C(O)C(=O)N2c2cc(C)on2)ccc1O (stereo not given)
  10	8	-6	0.5	-9	9	-2	0.5	-18
> O=S(=O)(NCCc1ccc(F)cc1)c1cccc2cccnc12
  6	14	-1	2.0	8	26	-2	-0.7	-1
> COc1ccc(Nc2nc(N3CCCC3)nc3ccccc23)c(OC)c1
  25	.	10	-6.7	21	6	4	0.4	-19
> CC(C)(C)C(=O)COC(=O)c1ccc(N)c([N+](=O)[O-])c1
  5	11	-1	-0.7	8	-9	-1	-0.8	6
> O=C(N/N=C/c1ccc(-c2ccccc2)o1)c1ccccc1O
  5	-9	7	1.9	5	10	-2	1.3	-10
> COc1ccc(NC(=O)C2CCCN2S(=O)(=O)c2ccc3c(c2)CCC(=O)N3)c(OC)c1 (stereo not given)
  0	24	7	-1.4	15	7	7	0.5	-2
> CC(C)(C)N(NC(=O)OCc1ccccc1)C(=O)c1ccccc1
  5	2	3	0.1	7	25	0	-0.4	13
> COc1ccc2[nH]cc(C(O)CN3CCN(c4ccccc4F)CC3)c2c1 (stereo not given)
  5	2	5	-2.2	2	30	2	-0.2	-1
> COc1ccc(OC)c(N(CC(=O)N2CCN(c3cc(Cl)ccc3C)CC2)S(C)(=O)=O)c1
  13	0	6	-2.7	10	-1	0	-0.8	-16
> CC1CCN(C(=O)CC#N)CC1
  12	1	-5	0.5	1	2	0	0.3	2
> O=S1(=O)C=C(Sc2nnc(-c3ccccc3)o2)c2ccccc21
  .	.	8	-28	16	21	1	-0.4	2
> CCOc1ccccc1NC(=O)CSc1nnc(-c2cnccn2)n1C
  2	-3	-7	0.5	10	-17	6	0.0	34
> CC1=C(Sc2nc3ccccc3[nH]2)C(=O)NC(C)(C)C1
  5	15	-8	-1.6	-9	-13	7	0.0	-2
> CCOC(=O)C1CCCN(C(=O)c2cc3c(=O)n(C)c4ccccc4c3n2C)C1 (stereo not given)
  4	60	3	-1.2	14	-45	1	1.4	-12
> Clc1ccccc1Cc1noc(CN2CCN3CCCC3C2)n1 (stereo not given)
  2	10	1	0.5	12	8	3	-0.9	-6
> CCc1nc2ccccc2[nH]c1=O
  7	-18	1	0.8	2	11	-2	1.4	-22
> COc1ccc(N(C(=O)c2cccc(OC)c2OC)C2C=CS(=O)(=O)C2)c(OC)c1 (stereo not given)
  6	5	1	0.5	5	6	1	0.0	0
> CC(=Nc1ccc(C)c(C)c1)C1=C(O)CCC1=O
  13	3	8	-3.1	11	-28	-3	-0.6	-18
> O=C(COC(=O)CNS(=O)(=O)c1cccc(Br)c1)Nc1ccccc1Sc1ccccc1
  8	96*	1	0.4	7	10	-2	2.9	4
> CNc1ccccc(-c2ccc3cc4c(cc3n2)OCO4)c1=O
  9	-35	5	-2.9	11	-1	8	-0.2	-20
> CC1=C(C(=O)OCCNC(=O)c2ccccc2O)C(c2ccccc2[N+](=O)[O-])C(C(=O)OCC2CCCO2)=C(C)N1 (stereo not given)
  7	46	-2	3.5	1	-6	0	0.4	-16
> CSCCC(NS(=O)(=O)c1ccc2ccccc2c1)C(=O)OCC(=O)c1ccc(C(C)C)cc1 (stereo not given)
  7	38	6	-0.1	11	26	11*	0.1	36
> COc1ccc(N2CCN(C(=O)c3ccc4c(c3)OCO4)CC2)cc1
  .	-4	16	-3.4	6	12	1	0.0	8
> CC(=O)NCCC(=O)NCc1ccc(F)cc1
  7	-16	0	0.6	13	5	0	0.0	6
> COc1ccc(NC(=O)COC(=O)c2c3c(nc4ccccc24)CCCC3)cc1
  3	17	0	-12	9	14	-3	0.4	-7
> O=C(c1ccc(S(=O)(=O)Cc2cc(F)ccc2F)c([N+](=O)[O-])c1)N1CCCCC1
  8	27	0	-4.1	9	8	1	-0.2	33
> O=C(NCCS(=O)c1ccc(Cl)cc1)c1cccc(Cl)c1 (stereo not given)
  3	19	-4	1.3	5	6	0	2.6	0
> CC(C)CCn1c(SCC(=O)c2ccccc2)nc2c1c(=O)[nH]c(=O)n2C
  9	51	-2	1.4	14	22	-2	-0.2	-2
> CC1(C)CN(c2ccccc2)N(Cc2ccc(F)cc2)C1=O
  8	16	5	-4.1	20	27	-3	-0.2	4
> COc1ccc(C(=O)NCc2nnc(SCC(=O)N3CCc4ccccc43)n2C2CCCCC2)cc1
  4	28	8	1.1	13	24	5	0.6	-2
> O=c1[nH]c(=O)n(Cc2ccco2)c2c1C(C(F)(F)F)(C(F)(F)F)N=C(Cc1ccccc1)N2
  5	18	-1	-2.4	10	2	-1	0.6	-7
> CCOC(=O)c1cnn(-c2ccccc2)c1-n1cccc1C(=O)C(=O)N(C)C
  8	-12	-6	0.6	3	21	0	-0.8	-5
> Cc1cc(Br)ccc1SCC(=O)OCC(=O)NC1CC1
  4	8	-7	1.1	5	21	10*	1.5	-2
> COc1cccc(C2C(C(C)=O)=C(O)C(=O)N2CCNCCO)c1 (stereo not given)
  12&4	-12	-2	-0.5	4	.	-1	1.3	-3
> Cc1ccccc1-n1c(C)cc(/C=N/NC(=O)c2ccncc2)c1C
  10	-14	4	-8.2	20	4	-1	0.1	-26
> COc1ccc2c(c1)[nH]c1c(=O)n(/N=C/C3C(C)C=C(C)CC3C)c(=O)[nH]c12 (stereo not given)
  14	41	-6	0.2	0	.	0	0.2	-5
> O=C(NCc1cccnc1)c1c(F)c(F)c(F)c(F)c1F
  15	-12	-1	-0.4	13	25	-3	-1.0	-1
> CSc1nc(-c2ccco2)cc(C(F)(F)F)c1C#N
  4	34	12	-0.3	19	13	6	0.3	4
> CCOc1ncccc1C(=O)OCC(=O)NCCc1ccccc1
  12	14	-3	0.5	7	10	-2	0.6	16
> CC(=O)Nc1ccc(S(=O)(=O)Nc2nc(C)nc3sc4c(c23)CCC4)cc1
  4	4	0	-2.4	9	9	3	-0.2	-13
> CCc1cc(-c2n[nH]c(C)c2Oc2ccc(C(C)C)cc2)c(O)cc1O
  9	113*	9	2.4	13	1	0	1.1	9
> COc1ccc(C)cc1NC(=O)COC(=O)C1CC1
  1	-12	-1	-1.7	15	16	1	-0.1	3
> O=C(NCc1ccccc1)c1ccc(Br)o1
  9	-6	4	1.9	15	4	-3	2.0	0
> O=C(Nc1ccn(Cc2ccc(Cl)cc2)n1)c1ccc2c(c1)OCO2
  7	3	2	0.2	20	22	1	0.6	5
> C=CCn1c(SCCCCCC)nc(O)cc1=O
  6	-8	-9	-1.2	5	27	4	0.0	14
> CCN(CC)S(=O)(=O)c1cccc(NC(=S)NC(=O)/C=C/c2ccc(S(=O)(=O)N3CCOCC3)cc2)c1
  5	-12	-1	-0.3	9	31	3	0.1	4
> COc1ccc(N2CC(C(=O)Nc3nnc(SCC(=O)c4ccccc4)s3)CC2=O)cc1 (stereo not given)
  9	27	11	1.0	15	28	-3	-0.3	24
> COc1ccc(NC(=O)c2cc(C(C)C)on2)cc1OC
  8	-27	4	-3.0	6	28	1	-0.1	-2
> Cc1noc(C)c1COc1ncnc2ccccc12
  6	3	-3	-0.6	8	16	4	1.7	-2

# 2 compounds drawn at random from the list so far:
# Order of results – EP2 antag	CHOP inhibitor	FXIa inh	TNF necrop inh	FXIIa inh	PPC-1+TRAIL kill	Wee1 degr inh	L929 necroptosis	TbHK1 inh
> COc1cc(C2C(C(=O)c3cccs3)=C(O)C(=O)N2c2cc(C)on2)ccc1O (stereo not given)
  10	8	-6	0.5	-9	9	-2	0.5	-18
> CC(=Nc1ccc(C)c(C)c1)C1=C(O)CCC1=O
  13	3	8	-3.1	11	-28	-3	-0.6	-18

# Next part
# Order of results – EP2 antag	CHOP inhibitor	FXIa inh	TNF necrop inh	FXIIa inh	PPC-1+TRAIL kill	Wee1 degr inh	L929 necroptosis	TbHK1 inh
> O=C(Nc1nc(-c2ccccc2)cs1)C1CCCCN1S(=O)(=O)c1ccccc1 (stereo not given)
  11	31	-7	2.3	2	5	4	1.7	6
> CCN(CC)S(=O)(=O)c1ccc(Cl)c(C(=O)NC)c1
  13	32	10	0.1	11	10	-3	0.7	8
> O=[N+]([O-])c1ccc(-n2nnnc2CN2CCOCC2)cc1
  7	2	4	-1.3	13	2	-1	0.2	2
> Oc1csc(Cc2nc(-c3ccc(-c4ccccc4)cc3)cs2)n1
  8	-42	4	-1.0	10	5	-1	0.5	-32
> CCn1c(SC/C=C/c2ccccc2)nnc1-c1cnccn1
  7	0	6	-0.2	-10	17	-2	0.0	23
> CCOC(=O)c1sc(NC(=O)CSc2nc3c(c(=O)n2-c2ccc(C)cc2)SCC3)c(C(=O)OCC)c1C
  26	-6	4	-0.1	8	16	0	.	-8
> O=C1c2cnc3nc(SCc4cccc(Cl)c4)nn3c2CC2c3ccccc3CCN12 (stereo not given)
  4	18	-4	-2.3	1	36	4	0.4	-8
> O=C1CCCC(=O)N1c1ccc(N2CCOCC2)c([N+](=O)[O-])c1
  0	-17	7	-1.3	11	-8	-2	-0.5	-7
> O=C(COc1ccc(Br)cc1Br)NC1CCCC1
  8	21	1	-7.4	2	20	2	1.1	3
> CC(C)Cn1c(N)c(C(=O)CSc2ccccc2)c(=O)n(C)c1=O
  11	37	0	-0.4	1	1	-2	0.0	36
> O=C1C=C(c2ccccc2)OC2(CCCC2)O1
  8	5	1	0.0	9	46	-2	1.3	0
